Screens from PubChem BioAssay.
uPA generation = blocks generation of uPA at the cell surface; 330,000 compounds, 0.31% hits; Potency, µM (top dose mostly 38.3 µM), inactives show at the highest dose activity change, negative = inhibition, usual class: inhibitors; cell surface uPA generation assay, qHTS; active means well fitted inhibition curve with a large enough effect; inconclusive means small, poorly fitted or top-dose-only effect; inactive means no such curve, though single readings can be large or run the other way; tested in mouse RAW 264.7 cells; further: potency means the concentration at half of the fitted maximal effect; on the % scale 0 is the no-effect control and ±100 the full control effect; nearly all actives have a fitted effect of over 55% in size
RORgamma inh = inhibitors of mouse ROR gamma transcriptional activity; Drosophila S2 Gal4-RORgamma UAS-luciferase reporter, 20 h; Potency, µM (series often up to 53.6 µM), for inactives: at the top dose activity change, negative = inhibition, hits mostly inhibitors; 310,000 compounds, 5.4% hits; AID 2551; further: potency means the concentration at half of the fitted maximal effect; on the % scale 0 is the no-effect control and ±100 the full control effect; nearly all actives have a fitted effect of over 60% in size
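A Gal4/UAS one-hybrid system in insect cells: metallothionein-promoter Gal4–ROR gamma fusion plus Photinus luciferase reporter. Copper sulfate 700 uM final, 20 hr ambient incubation, luminescent detection after 10 min with reagent.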
Rab9 promoter act = activates the Rab9 promoter; Huh7 Rab9 promoter-luciferase reporter, luminescence, 24 h; Potency, µM (highest dose often 9.22 µM), without a hit: top-dose activation, negative = inhibition, actives largely listed as activators; 320,000 compounds, 2.8% hits; further: potency means the concentration at half of the fitted maximal effect; % of control where 0% means no effect; nearly all actives have a fitted effect of over 60% in size
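Cells were plated at 1500 per well in reduced-serum medium with 10% FBS and left 2 h. Compound in DMSO was then added for 24 h at 37 °C. Reporter signal was read by luminescence after 10 min with luciferase detection reagent.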
FLuc modulator = inhibits or activates purified firefly luciferase, miR-21 counter-screen. P08659. purified FLuc, Km substrates, luminescence inhibition. Potency, µM (titrated, usually from 57.5 µM), for the others: top-dose activity change, negative = inhibition, most hits filed as inhibitors. 360,000 compounds, 6.9% hits;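 further: potency means the concentration at half of the fitted maximal effect; plate controls were vehicle for no effect and reference inhibitor for full effect; nearly all actives have a fitted effect of over 55% in size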
Target sequence (P08659 whole entry, looked up): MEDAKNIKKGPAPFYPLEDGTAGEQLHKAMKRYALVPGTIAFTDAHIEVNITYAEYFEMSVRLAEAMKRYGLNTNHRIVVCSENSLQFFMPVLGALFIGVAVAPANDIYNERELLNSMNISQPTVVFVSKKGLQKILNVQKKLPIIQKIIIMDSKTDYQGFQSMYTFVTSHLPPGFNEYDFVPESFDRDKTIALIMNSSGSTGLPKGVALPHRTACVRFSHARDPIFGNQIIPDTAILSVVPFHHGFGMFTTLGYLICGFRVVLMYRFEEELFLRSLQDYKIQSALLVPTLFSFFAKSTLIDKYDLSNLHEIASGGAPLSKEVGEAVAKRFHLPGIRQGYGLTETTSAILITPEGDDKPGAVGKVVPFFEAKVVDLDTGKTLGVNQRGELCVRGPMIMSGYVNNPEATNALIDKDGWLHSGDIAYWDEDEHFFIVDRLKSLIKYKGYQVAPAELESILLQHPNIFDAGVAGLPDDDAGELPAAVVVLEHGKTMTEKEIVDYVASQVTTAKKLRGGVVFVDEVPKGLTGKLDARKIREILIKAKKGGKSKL
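Purified P. pyralis luciferase (10nM final) with 10uM D-luciferin and 10uM ATP (Km levels) in 50mM Tris acetate pH 7.5, 10mM Mg acetate, 0.01% Tween-20, 0.05% BSA; qHTS 6-point titration, ~60 µM downward; luminescence read.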
NPC1 promoter act = activators of NPC1 promoter | Huh7 NPC1 promoter luciferase reporter, 24 h | Potency, µM (doses to about 9.22 µM), inactives show at the top dose activation, hits mostly activators | 320,000 compounds, 2.4% hits | AID 485313;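 further: potency means the concentration at half of the fitted maximal effect; % of control where 0% means no effect; nearly all actives have a fitted effect of over 60% in size; reporter is driven by a mutant NPC1 promoter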
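Huh7 cells stably carrying NPC1 promoter–luciferase, plated in Opti-MEM with 10% FBS for 2 h, were exposed to compound in DMSO for 24 h at 37 °C; luciferase reagent was added for 10 min and luminescence read.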
Tb PFK block = inhibitors of T. brucei phosphofructokinase | T. brucei PFK, ADP-Glo luminescence | Potency, µM (highest dose often 57.5 µM), without a hit: at the highest dose activity, negative = inhibition, most hits filed as inhibitors | 330,000 compounds, 0.17% hits | AID 485367;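 further: potency means the concentration at half of the fitted maximal effect; 0% = uninhibited 1x PFK enzyme wells and -100% = no-enzyme wells; nearly all actives have a fitted effect of over 60% in size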
Target sequence (O15648 whole entry, looked up): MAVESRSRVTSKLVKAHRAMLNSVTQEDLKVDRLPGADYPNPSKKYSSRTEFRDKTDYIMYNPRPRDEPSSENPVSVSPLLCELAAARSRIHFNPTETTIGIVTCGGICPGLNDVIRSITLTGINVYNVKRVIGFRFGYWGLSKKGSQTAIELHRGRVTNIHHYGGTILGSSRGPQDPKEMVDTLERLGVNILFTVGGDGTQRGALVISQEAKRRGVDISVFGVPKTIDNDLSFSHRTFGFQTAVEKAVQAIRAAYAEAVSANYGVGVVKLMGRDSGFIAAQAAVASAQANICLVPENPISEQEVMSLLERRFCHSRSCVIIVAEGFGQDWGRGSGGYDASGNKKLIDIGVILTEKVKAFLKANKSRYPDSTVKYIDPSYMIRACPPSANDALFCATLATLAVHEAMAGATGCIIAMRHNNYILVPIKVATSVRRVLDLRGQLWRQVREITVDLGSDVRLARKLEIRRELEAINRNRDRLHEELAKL
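Activity is normalized to no-enzyme wells (full inhibition) and 1.25 nM enzyme wells (no inhibition). Reaction: 0.5 mM F6P, 0.1 mM ATP, 45 min RT, ADP-Glo luminescence; concentration-response curves fitted and classed by quality.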
ELG1 genotox = genotoxicity induction in ELG1-luciferase HEK293T cells; HEK293T ELG1-luciferase reporter, luminescence, 16 h; Potency, µM (series often up to 46 µM), without a hit: at the top dose activity change, positive = activation, actives largely listed as activators; 330,000 compounds, 1.3% hits; AID 504466; further: potency means the concentration at half of the fitted maximal effect; % of control where 0% means no effect; nearly all actives have a fitted effect of over 60% in size
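Step 1: seed 2,000 HEK293T ELG1-luciferase cells per well. Step 2: add compound or DMSO, incubate 16 hr at 37 °C. Step 3: ONE-Glo, 30 min at room temperature, read luminescence.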
Giardia killer = kills Giardia lamblia | 340,000 compounds, 0.15% hits | AID 540267 | Giardia lamblia trophozoite viability | activity change, % at 7.66 µM, hits read low; in the data active means activity change below about -80%; inconclusive means between about -30% and that limit;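 further: parasites exposed to compound for two days anaerobically before the ATP read; on the % scale 0 is the no-effect control and ±100 the full control effect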
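Media and compound were dispensed first, then trophozoites at 100 cells/well; plates sat 48 hrs at 37 deg C without oxygen before ATP luminescence reagent was added and read after 15-30 min at room temperature.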
FBPA coupling cs = coupling enzyme interference in Giardia aldolase counter-screen. coupling enzyme system counterscreen, AmpLite Red fluorescence. activity change, negative = inhibition, % at 58.2 µM, hits read low. 290,000 compounds, 0.67% hits. AID 2472; in the data active means activity change below about -30%; further: on the % scale 0 is the no-effect control and ±100 the full control effect
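Activity here indicates interference with the coupling reaction, not aldolase inhibition. Compounds at 57.5 uM final met coupling enzymes for 10 min at RT; substrate and AmpLite Red detection followed, with a 525/598 nm fluorescence read after 20 min.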
VP16 counter = inhibits Gal4-VP16 luciferase reporter, ROR gamma counter-screen. Potency, µM (top dose mostly 53.6 µM), inactives show top-dose activity, negative = inhibition, most hits filed as inhibitors. 310,000 compounds, 3.5% hits. Drosophila S2 Gal4-VP16 UAS-luciferase, luminescence, 20 h;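 further: Gal4-VP16 expression switched on by copper sulfate through the metallothionein promoter; potency means the concentration at half of the fitted maximal effect; on the % scale 0 is the no-effect control and ±100 the full control effect; nearly all actives have a fitted effect of over 50% in size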
KCNH2 3.1 block = blocks the human KCNH2 3.1 channel isoform. AID 720553. activity change, % (tested at about 1.8 µM). U2OS KCNH2 3.1, thallium flux FluxOr; hits give low values. 340,000 compounds, 0.95% hits;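 active means maximum activity change below -70%; inconclusive means maximum activity change from -70% to -50%; inactive means maximum activity change above -50%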;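 further: thallium influx rate constant from kinetic fluorescence after stimulation buffer; on the % scale 0 is the no-effect control and ±100 the full control effect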
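Virally transduced U2OS (3.1 isoform, 4 h infection in dark at RT) → overnight 37 C → FluxOr + Red40 in HBSS/HEPES, 45 min → stimulation buffer, 2 min kinetic read → rate constant vs DMSO controls.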
Numbers without * were called inactive; & = joins results of further samples; [ ] = another dose, or the depositor's remark. Unless noted, the call rests on the fitted dose curve; in most records, active means well fitted curve in the direction sought with a large enough effect; inconclusive means small, poorly fitted or top-dose-only effect, or another doubt; inactive means no such curve, though single readings can be large; an effect the other way counts as inactive or inconclusive. The list is partial; count on the stated rates, not on these rows.

COc1ccc(C(=O)CC2C(=O)N(C)C(=O)N(C)C2=O)cc1 was read as uPA generation -8%, RORgamma inh -31%, Rab9 promoter act 0%, FLuc modulator -2%, NPC1 promoter act -2%, Tb PFK block 0%, ELG1 genotox 15%, Giardia killer 2, FBPA coupling cs -6, VP16 counter inconclusive and KCNH2 3.1 block -2.
`CN(C)P(=NC(=S)c1cccn1C)(N(C)C)N(C)C` gave uPA generation -13%, RORgamma inh 7.9µM*, FLuc modulator 6%, Giardia killer 9, FBPA coupling cs -3, VP16 counter 16µM* and KCNH2 3.1 block 0.
`Cc1ccsc1CNCCc1ccccc1F` gave uPA generation -6%, RORgamma inh -17%, Rab9 promoter act 5%, FLuc modulator 5%, NPC1 promoter act -2%, Tb PFK block 0%, ELG1 genotox -10%, Giardia killer -1, FBPA coupling cs 2, VP16 counter -6% and KCNH2 3.1 block 1.
Screening O=c1[nH]c(=O)n(CCc2ccc(F)cc2)c(O)c1C=NCCCN1CCOCC1 returned uPA generation 0%, RORgamma inh -2%, Rab9 promoter act -6%, FLuc modulator 0%, NPC1 promoter act -2%, Tb PFK block 0%, ELG1 genotox -1%, Giardia killer 8, VP16 counter 0% and KCNH2 3.1 block -1.
Screening O=c1c2ccccc2nc(-c2ccco2)n1-c1ccccc1 returned uPA generation 0%, RORgamma inh -1%, Rab9 promoter act -1%, FLuc modulator -1%, NPC1 promoter act 0%, Tb PFK block -6%, ELG1 genotox -7%, Giardia killer -11, FBPA coupling cs 1, VP16 counter -29% and KCNH2 3.1 block -8.
For NC(=O)CN1CC(c2ccccc2)CC1=O (configuration not stated) the results were uPA generation 0%, RORgamma inh 12%, Rab9 promoter act -3%, FLuc modulator 0%, NPC1 promoter act -1%, Tb PFK block -4%, ELG1 genotox 11%, Giardia killer 9, FBPA coupling cs 2, VP16 counter 3% and KCNH2 3.1 block -3.
`CNCCc1ccccc1` gave RORgamma inh -4%, Rab9 promoter act -1%, FLuc modulator -2%, NPC1 promoter act -1%, Tb PFK block -15%, ELG1 genotox 4%, FBPA coupling cs 2 and VP16 counter -16%.
Screening Cc1ccc(S(=O)(=O)Nc2cc(C(=O)N3CCC4(CC3)OCCO4)ccc2N2CCCCC2)cc1 returned uPA generation 5%, RORgamma inh 26%, Rab9 promoter act 1%, FLuc modulator 8%, NPC1 promoter act 1%, Tb PFK block -1%, ELG1 genotox -6%, Giardia killer -1, FBPA coupling cs 1, VP16 counter 0% and KCNH2 3.1 block 16.
COc1ccc2c(c1OC)CN1CCc3cc4c(cc3C1C2)OCO4 (configuration not stated) was read as uPA generation -4%, RORgamma inh 1%, Rab9 promoter act -2%, FLuc modulator -3%, NPC1 promoter act 0%, Tb PFK block -13%, ELG1 genotox -5%, Giardia killer 10, FBPA coupling cs 2, VP16 counter 2% and KCNH2 3.1 block 30.
O=C(N/N=C/c1c(O)n(CCC2=CCCCC2)c(=O)[nH]c1=O)c1ccccc1 was read as uPA generation 0%, RORgamma inh 11µM*, Rab9 promoter act -3%, FLuc modulator -18%, NPC1 promoter act -1%, Tb PFK block 0%, ELG1 genotox 3%, Giardia killer 2, FBPA coupling cs 9, VP16 counter inconclusive and KCNH2 3.1 block 15.
For CCCCOCCCn1c(N)c(C(=O)OC(C)COC)c2nc3ccccc3nc21 (configuration not stated) the results were uPA generation -1%, RORgamma inh inconclusive, Rab9 promoter act -2%, FLuc modulator -4%, NPC1 promoter act -3%, Tb PFK block 1%, ELG1 genotox -3%, Giardia killer 18, FBPA coupling cs -14, VP16 counter inconclusive and KCNH2 3.1 block -7.
Screening Fc1ccc(C(OCCN2CCCC2)c2ccc(F)cc2)cc1 returned uPA generation -13%, RORgamma inh -36%, Rab9 promoter act -3%, FLuc modulator 3%, NPC1 promoter act -2%, Tb PFK block -1%, ELG1 genotox -1%, Giardia killer -12, FBPA coupling cs 3, VP16 counter -8% and KCNH2 3.1 block -77*.
CCOP(=S)(OCC)Oc1cc(C)oc(=O)c1 was read as uPA generation -9%, RORgamma inh -9%, Rab9 promoter act 4%, FLuc modulator -5%, NPC1 promoter act 0%, Tb PFK block -18%, ELG1 genotox 5%, Giardia killer -4, FBPA coupling cs -4, VP16 counter 3% and KCNH2 3.1 block 13.
For Oc1ccc(/C=N/NP(=S)(c2ccccc2)c2ccccc2)c(O)c1O the results were uPA generation 0%, RORgamma inh -37%, Rab9 promoter act -4%, FLuc modulator -2%, NPC1 promoter act -3%, Tb PFK block 1%, ELG1 genotox -1%, Giardia killer -3, FBPA coupling cs -16, VP16 counter -1% and KCNH2 3.1 block 8.
Screening C[C@]12CCC3C(CC[C@H]4C[C@@H](O)CC[C@]34C)C1C[C@@H](N)[C@@H]2O (some centres not stated) returned uPA generation -2%, Tb PFK block -6%, ELG1 genotox -3%, Giardia killer -8 and KCNH2 3.1 block 7.
COC(=O)C1=C(c2ccc(F)cc2OCc2ccccc2)C[C@@H]2CC[C@H]1N2C(=O)NCc1ccc(C(F)(F)F)cc1 was read as uPA generation -67%, Tb PFK block -2%, ELG1 genotox -7%, Giardia killer 0 and KCNH2 3.1 block -47.
CCCCCn1c(=O)c(C(=O)Nc2nc3ccccc3[nH]2)c(O)c2ccccc21 was read as uPA generation 0%, RORgamma inh -4%, Rab9 promoter act -7%, FLuc modulator 1%, NPC1 promoter act -4%, Tb PFK block 1%, ELG1 genotox -7%, Giardia killer 42[activator], FBPA coupling cs 1, VP16 counter 5% and KCNH2 3.1 block -10.
CCCCCCCSc1cc(OC)c(CCN(C)C)cc1OC was read as uPA generation 19%, RORgamma inh inconclusive, Rab9 promoter act 2%, FLuc modulator 1%, NPC1 promoter act 1%, Tb PFK block 0%, ELG1 genotox 1%, Giardia killer -10, FBPA coupling cs 2 and VP16 counter inconclusive.
C[C@]12CCC(=O)C=C1CC[C@@H]1[C@@H]2CC[C@]2(C)C(=O)CC[C@@H]12 was read as uPA generation -26%, RORgamma inh inconclusive, Rab9 promoter act -7%, FLuc modulator 2%, NPC1 promoter act -6%, Tb PFK block 2%, ELG1 genotox 2%, Giardia killer 6, FBPA coupling cs 0, VP16 counter -13%&7%&-5%&-20% and KCNH2 3.1 block 8.
For O=c1cc(CNc2cc(C(F)(F)F)cc(C(F)(F)F)c2)nc2sccn12 the results were uPA generation inconclusive, RORgamma inh 35%, Rab9 promoter act -7%, FLuc modulator 0%, NPC1 promoter act -3%, Tb PFK block 0%, ELG1 genotox 1%, Giardia killer -2, FBPA coupling cs 5, VP16 counter inconclusive and KCNH2 3.1 block 1.
Screening COc1ccccc1NS(=O)(=O)c1cc(NC(=O)c2ccc(Cl)nc2)ccc1N1CCCC1 returned uPA generation -3%, Tb PFK block 17µM*, ELG1 genotox -5%, Giardia killer 0 and KCNH2 3.1 block -32.
O=[N+]([O-])c1ccc(N2CCCNCC2)c2ncccc12 was read as uPA generation -27%, RORgamma inh 12%, Rab9 promoter act 3%, FLuc modulator 1%, NPC1 promoter act 0%, Tb PFK block 0%, ELG1 genotox 4%, Giardia killer inconclusive, FBPA coupling cs -7, VP16 counter -2% and KCNH2 3.1 block -23.
For CC(C)CCn1c(=O)c(C(=O)NCc2ccc3c(c2)OCO3)c(O)c2ccccc21 the results were uPA generation 3%, RORgamma inh inconclusive, Rab9 promoter act 2%, FLuc modulator 0%, NPC1 promoter act -6%, Tb PFK block 13%, ELG1 genotox -12%, Giardia killer 2, FBPA coupling cs 1, VP16 counter inconclusive and KCNH2 3.1 block 14.
CCOCCCNC(=O)CN1C2CCC1CC(O)(c1ccc(OC)cc1)C2 (configuration not stated) was read as uPA generation 2%, RORgamma inh -7%, Rab9 promoter act 2%, FLuc modulator 0%, NPC1 promoter act -1%, Tb PFK block 0%, ELG1 genotox -2%, Giardia killer -11, FBPA coupling cs -4, VP16 counter -3% and KCNH2 3.1 block 0.

Fetched one by one from the entries so far:
For CC(C)CCn1c(=O)c(C(=O)NCc2ccc3c(c2)OCO3)c(O)c2ccccc21 the results were uPA generation 3%, RORgamma inh inconclusive, Rab9 promoter act 2%, FLuc modulator 0%, NPC1 promoter act -6%, Tb PFK block 13%, ELG1 genotox -12%, Giardia killer 2, FBPA coupling cs 1, VP16 counter inconclusive and KCNH2 3.1 block 14.
CCOCCCNC(=O)CN1C2CCC1CC(O)(c1ccc(OC)cc1)C2 (configuration not stated) was read as uPA generation 2%, RORgamma inh -7%, Rab9 promoter act 2%, FLuc modulator 0%, NPC1 promoter act -1%, Tb PFK block 0%, ELG1 genotox -2%, Giardia killer -11, FBPA coupling cs -4, VP16 counter -3% and KCNH2 3.1 block 0.
